Bioassay records: PubChem, several laboratories
PriA SSB inh: blocks PriA binding to SSB C-terminal tail | AID 1272365 | inhibition, % at 33 µM | hit rate 0.6% among 430,000 | AlphaScreen SSBct-PriA binding, biotinylated peptide; in the data active means inhibition mostly above about 37%, no sharp cut-off; inactive means mostly below about 20%;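 further: plate controls were negative control peptide for no effect and reference peptide for full effect; strong numbers were not always called active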
TcdB inh: TcdB glycohydrolase inhibition; TcdB glycohydrolase enzymatic assay, plate reader; inhibition, % at 9.99 µM; P18177; hit rate 0.24% among 350,000; in the data active means inhibition above about 10%
3CLpro inhibitor: SARS-CoV 3CLpro protease inhibition. P0C6X7. recombinant SARS-CoV 3CLpro, quenched FRET peptide cleavage. inhibition, % at 6 µM. hit rate 0.14% among 290,000. AID 1706; in the data active means inhibition above about 12%
Y pestis TopoI: blocks Yersinia pestis topoisomerase I activity; Y. pestis Topo-I cleavage product accumulation, plate reader; activity, % at 10 µM; hit rate 0.064% among 360,000; in the data active means activity above about 50%, passing the limit was not always enough; further: inactives centre near 2
Rv3671c inh: inhibits the M. tuberculosis serine protease Rv3671c; P9WHR9; inhibition, % at 5.96 µM; hit rate 0.048% among 320,000; AID 2606; in the data active means inhibition above about 38%;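 further: extracellular domain of Rv3671c used as enzyme; 0% = enzyme with DMSO and 100% = no enzyme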
Target sequence (P9WHR9 whole entry, looked up, the tested form may be a part): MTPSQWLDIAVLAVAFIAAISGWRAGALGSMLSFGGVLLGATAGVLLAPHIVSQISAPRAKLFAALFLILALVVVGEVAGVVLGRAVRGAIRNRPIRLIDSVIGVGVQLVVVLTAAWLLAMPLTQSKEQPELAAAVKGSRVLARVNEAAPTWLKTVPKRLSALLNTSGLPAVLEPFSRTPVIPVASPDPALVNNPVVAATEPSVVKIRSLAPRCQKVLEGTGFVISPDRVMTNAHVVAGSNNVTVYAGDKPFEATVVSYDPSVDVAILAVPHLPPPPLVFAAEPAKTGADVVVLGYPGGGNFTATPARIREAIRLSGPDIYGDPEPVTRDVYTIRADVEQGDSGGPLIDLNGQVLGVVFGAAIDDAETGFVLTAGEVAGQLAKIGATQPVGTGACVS
Vc quorum ag: quorum light induction in luxS cqsA deficient V. cholerae; V. cholerae BH1578 lux reporter, luminescence, 6 h; activation, % at 18.7 µM; hit rate 0.16% among 350,000; AID 588436; in the data active means activation mostly above about 9.7%, no sharp cut-off; further: not every result past the cut was called active; inactives centre near 0; reference of the scale not given here
DUSP3 inh: DUSP3 (human) phosphatase inhibition. P51452. hit rate 0.52% among 290,000. recombinant VHR phosphatase, pNPP absorbance. inhibition, % at 13.3 µM. AID 1654; in the data active means inhibition above about 50%; further: some compounds called inactive have numbers as strong as hits
Target sequence (P51452 whole entry, looked up): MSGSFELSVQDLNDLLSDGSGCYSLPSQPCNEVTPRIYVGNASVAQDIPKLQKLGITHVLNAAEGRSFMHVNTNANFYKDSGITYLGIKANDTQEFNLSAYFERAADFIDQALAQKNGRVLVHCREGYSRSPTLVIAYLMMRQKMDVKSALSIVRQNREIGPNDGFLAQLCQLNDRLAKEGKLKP
MazF activator: MazEF (E. coli) toxin RNase activation | P0AE70 | FAM/BHQ RNA-DNA oligo cleavage fluorescence, 5 h | activation, % at 20 µM | hit rate 0.32% among 350,000 | AID 504720; in the data active means activation above about 50%
Target sequence (P0AE70 whole entry, looked up): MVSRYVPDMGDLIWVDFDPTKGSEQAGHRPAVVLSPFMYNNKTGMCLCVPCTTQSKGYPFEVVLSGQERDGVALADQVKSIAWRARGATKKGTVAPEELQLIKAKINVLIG
CCHF vOTU inh: CCHFV vOTU protease inhibition. Pep-AMC fluorescence. AID 651958. inhibition, % at 11.5 µM. hit rate 0.55% among 370,000; in the data active means inhibition above about 30%; further: 0% = vehicle wells with enzyme and 100% = no enzyme wells
PrPC TRFRET: reduces human prion protein on the cell surface; P04156; cell surface PrPC, TR-FRET read-out; inhibition, % at 13.8 µM; hit rate 0.43% among 370,000; in the data active means inhibition above about 24%; further: 0% = median of the test wells and 100% = reference compound wells
Starred values were filed as active, the others as inactive; i = inactive; nt = not tested or not shown; & = joins results of further samples. This is a subset (hit frequency here may not be typical).

SMILES	PriA SSB inh	TcdB inh	3CLpro inhibitor	Y pestis TopoI	Rv3671c inh	Vc quorum ag	DUSP3 inh	MazF activator	CCHF vOTU inh	PrPC TRFRET
CCC(C)NC(=O)CNC(=O)c1nn(-c2ccc(OC)c(Cl)c2)c(=O)c2ccccc12 (stereo unspecified)	-9.8	1.1	0.8	2.5	1.0	i	13.0	9.5	-12.2	-6.5
CCCc1c(C)c2ccccc2[nH]c1=O	-13.0	nt	4.5	9.7	5.1	4.8	3.5	4.8	-4.9	0.3
C/C(=N/O)c1ccccn1	nt	-3.8	0.1	1.2	-6.4	-0.4	25.6	4.7	-2.5	-6.4
COc1ccc(-n2cc(C(=O)O)c(=O)cc2C)cc1	1.3	1.3	0.9	-2.2	-9.2	-0.5	8.6	-0.2	-5.7	6.1
CCOc1ccc(CN2C(=O)c3ccccc3C2C(=O)NCc2cccnc2)cc1 (stereo unspecified)	-0.9	nt	-0.6	2.3	2.3	i	-3.9	3.7	5.6	4.5
N#CN=C(c1ccccc1)c1ccccc1	1.9	1.1	-1.2	-0.6	0.9	-0.2	-2.9	1.7	6.6	4.6
CSc1ncnc2c1ncn2CCCN1CCN(Cc2c(C)cc(C)cc2C)CC1	nt	0.0	nt	20.5	nt	-0.6	nt	8.1	3.0	-10.6
O=C1Nc2ccccc2C(O)(C(=O)NCc2ccco2)N1c1ccc(Cl)c(Cl)c1 (stereo unspecified)	12.0	nt	0.7	-7.5	-9.3	0.8	-11.2	5.3	nt	nt
CC(C)c1ccc(CNC(=O)C2CCCN2S(=O)(=O)c2ccccc2)cc1 (stereo unspecified)	-1.6	0.6	-2.5	0.7	-0.2	i	17.0	-6.5	12.6	4.4
CC(C)C(=O)Nc1cc2c3c(c1)CCN3C(=O)CC2	-8.2	0.4	3.3	2.2	4.8	i	-20.1	-2.9	1.1	0.8
CCOC(=O)Cc1cn(C(=O)OC(C)(C)C)c2ccccc12	-39.0	-0.4	nt	1.1	-3.2	-0.4	nt	-2.7	3.0	5.0
Cc1nn(Cc2ccc(Cl)cc2Cl)c(C)c1NC(=O)NC12CC3CC(CC(C3)C1)C2	-19.6	nt	2.7	27.0	5.1	i	-20.9	1.5	3.8	-2.6
Cc1c(Cl)c([N+](=O)[O-])nn1CCCC(=O)Nc1sc2c(c1C(N)=O)CCC(C)C2 (stereo unspecified)	-9.0	nt	-0.2	14.3	1.6	-0.3	8.4	-1.9	-15.3	-9.7
COC(=O)C(C)(C(=O)OC)c1ccccc1[N+](=O)[O-]	-4.7	nt	0.3	8.1	6.6	i	4.7	6.0	5.4	-1.4
CC(C)(C)OC(=O)C[C@H]1C/C=C\C[C@@H](CC(=O)N[C@H](CO)Cc2ccccc2)C(=O)NCCOC1=O	-11.1	-0.2	nt	2.2	-0.1	-5.0	nt	-0.8	-4.2	3.0
COCCn1cnc2c1c(=O)n(CC(=O)NCC(F)(F)F)c(=O)n2Cc1ccccc1	6.1	0.9	-2.4	-6.0	-1.5	-0.1	2.4	11.2	-12.2	16.6
CN(C(=O)c1cccc(NC(=O)C2CCN(C(=O)OC(C)(C)C)CC2)c1)C1CCCCC1	-7.7	0.2	nt	14.3	2.2	i	nt	7.2	7.7	1.2
O=C(CSc1nnc(NC(=O)c2ccccc2)s1)NCc1ccco1	-13.3	-1.6	5.3	5.7	-2.8	0.3	6.4	1.8	-16.5	3.6
CCOc1ccc(N(CC(=O)NCc2ccccc2)S(=O)(=O)c2c(C)noc2C)cc1	-2.7	-0.9	-1.5	3.6	3.7	-0.3	41.8	10.2	3.4	2.0
COc1ccc(-c2noc(CCC(=O)Nc3cccnc3)n2)cc1OC	3.7	nt	-1.9	-8.6	1.6	i	-8.0	13.5	15.4	-3.4
CCn1c(Cc2ccccc2)nnc1SCC(=O)c1cccc([N+](=O)[O-])c1	-7.0	nt	1.6	7.8	4.3	10.0	31.5	-3.0	4.4	-3.2
O=C(Cc1cccs1)Nc1cccc(-c2nnc(-c3ccco3)o2)c1	-3.4	0.8	1.4	7.9	-9.8	-0.3	20.7	3.3	3.9	3.9
Cc1ccc(C(C)NC(=O)c2c(C)noc2C)cc1C (stereo unspecified)	-16.0	nt	3.7	-9.9	-0.1	i	-0.2	6.4	1.9	-1.3
CC(=O)Oc1ccc(N2C(=O)C3C(C2=O)C(C(=O)c2ccc(Cl)cc2)N2CCCC32)cc1 (stereo unspecified)	0.1	2.5	7.2	-2.1	-4.1	-0.7	-3.2	-87.1	-6.7	5.0
COc1ccc(C(=O)Nn2c(C)ccc2C)cc1OC	1.9	nt	1.8	1.4	-1.6	3.6	-8.3	3.9	6.2	1.3
Cc1nc(Sc2ccccc2)c(C#N)c(C)c1[N+](=O)[O-]	6.9	0.3	4.1	8.6	1.1	-1.6	-0.3	1.9	-4.3	5.1
CNC(=O)c1cc2cc(OC)ccc2oc1=N	-5.5	nt	-6.2	-8.1	-0.4	-0.3	14.0	-2.5	-57.7	-3.0
CNC(=O)c1cc2cccc(OC)c2oc1=O	-0.6	nt	-1.5	-0.2	1.0	i	11.8	-15.8	-2.7	-4.4
Cc1oc(-c2ccc(Cl)cc2)nc1CS(=O)CC(=O)NCCCN1CCN(Cc2ccccc2)CC1 (stereo unspecified)	1.8	-0.2	1.1	12.0	1.9	-0.4	1.8	-28.6	-13.9	13.8
Nc1ccc(Cc2ccccn2)cc1	-4.3	1.6	-0.1	10.2	9.4	-0.1	-14.5	-0.9	2.0	-5.2
O=C1/C(=C/c2cccs2)CCC/C1=C\c1cccs1	7.6	1.8	2.1	14.2	-15.4	-0.3	-17.1	-24.3	12.3	0.6
CCC(C)(C)NC(=O)C(c1cccc(OC)c1)N(C(=O)CNC(=O)c1cccs1)c1cccnc1 (stereo unspecified)	7.9	-5.2	1.0	10.5	6.3	-8.8	2.2	7.9	19.4	-4.5
COc1cc(N)c(Cl)cc1C(=O)OC(C)C(=O)Nc1cccc(S(=O)(=O)N2CCOCC2)c1 (stereo unspecified)	-6.0	2.1	nt	1.6	3.9	i	nt	3.5	8.4	6.8
COc1ccc2nc(NC(=O)CN3C(=O)NC4(CCCCC4)C3=O)sc2c1	-5.6	3.5	-5.8	-5.3	-8.9	-5.3	10.5	7.0	3.8	-2.1
O=C(c1ccco1)N1CCC(c2nc(-c3ccc(F)cc3)no2)CC1	-12.9	nt	5.0	1.5	-1.8	-0.2	11.9	-0.1	5.0	0.3
COc1cccc(C2C(C(=O)c3cccs3)=C(O)C(=O)N2CCN2CCOCC2)c1OC (stereo unspecified)	-1.2	-0.1	-2.6	5.3	nt	-0.5	-3.8	12.1	-7.0	-3.3
CC1=Nc2ccc(Br)cc2C(c2ccccc2)N1CC(=O)O (stereo unspecified)	-9.6	0.2	-2.9	6.3	9.5	-0.3	31.2	4.9	-5.6	3.9
CC(O)(c1cccnc1)c1nc(-c2cccc(C#N)c2)cs1 (stereo unspecified)	nt	1.4	nt	-1.6	nt	-1.2	nt	nt	0.6	1.6
COc1cccc(CNC(=O)c2ccc(CS(=O)Cc3ccccc3Cl)o2)c1 (stereo unspecified)	nt	-1.3	nt	16.6	nt	-0.8	nt	2.1	2.5	7.1
CCOc1ccc(N(CC(=O)Nc2cccc(OC)c2)S(C)(=O)=O)cc1	-1.3	1.2	5.8	2.8	-3.7	-0.1	44.4	5.2	-2.5	3.1
C/C(=N/NC(=O)CCC(=O)Nc1cccc(Cl)c1)c1ccc(C)cc1	nt	5.2	0.1	-7.5	1.5	-0.2	15.3	-1.6	9.1	1.5
CN(Cc1ccon1)Cc1cn(C)nc1-c1ccc(Oc2ccccc2)cc1	-3.5	-0.7	2.4	14.4	1.0	0.7	23.3	5.9	1.5	1.5
CCOC(=O)N1CCc2c(sc3c2c(=O)n(Cc2ccccc2)c(=O)n3CC(=O)NCCOC)C1	-18.2	1.8	-2.3	12.6	13.3	-0.6	4.5	-0.1	-2.4	2.0
COC(=O)c1cn(NC(=O)C2COc3ccccc3O2)c(=O)c2ccccc12 (stereo unspecified)	-16.4	nt	-2.2	1.4	-8.6	i	11.3	7.4	-2.0	-5.2
CCC(CO)NS(=O)(=O)c1cc(-c2nn(C)c(=O)c3ccccc23)ccc1C (stereo unspecified)	3.9	1.2	1.2	1.6	1.5	-0.7	-7.4	8.1	1.4	-0.5
Cn1nc(C(=O)N2CCN(S(=O)(=O)c3ccc(Cl)cc3)CC2)c2ccccc2c1=O	-10.1	7.7	nt	-4.4	nt	i	nt	2.5	0.6	2.0
Cc1ccccc1C(=O)N1CCC1(C)C(=O)NC(C)C (stereo unspecified)	nt	0.3	nt	4.5	nt	-0.9	nt	nt	-8.7	-2.9
COC(=O)[C@]1(C)N[C@H](CN(C)C(=O)NC(C)C)[C@@H]2C(=O)N(Cc3ccccc3)C(=O)[C@@H]21	-3.5	-0.7	nt	-5.3	1.3	i	nt	7.2	-8.8	5.0
O=C(COc1ccc(Br)cc1)N1CCN(c2ccc([N+](=O)[O-])c(N3CCCCC3)c2)CC1	12.9	0.6	-0.5	32.3	-4.3	-0.2	13.3	2.8	15.9	12.0
COc1cccc(OC)c1C(=O)Nc1c(C(=O)N2CCN(c3ccccn3)CC2)oc2ccccc12	3.5	-0.6	-0.7	20.7	-0.4	-0.3	52.1*	7.3	18.8	0.7
COC(=O)c1n[nH]n(-c2ccc(F)c(Cl)c2)c1=O	-6.4	0.8	5.3	-1.4	10.0	-0.5	25.0	6.4	-5.8	2.2
CC(C)(C)c1cc(NC(=O)CSc2nncs2)n(-c2ccccc2)n1	-0.2	1.1	0.9	1.8	3.4	-0.1	-3.6	-0.3	-11.3	-2.9
COC(=O)CSc1nnc(-c2ccoc2C)n1-c1ccc(C)cc1	3.9	nt	-5.5	5.4	-2.6	-7.1	13.8	3.6	6.1	-0.6
O=C(O)C1=C[C@@H](c2ccc(C(F)(F)F)cc2)C[C@@H](OCc2ccc(CO)cc2)O1	5.2	-7.2&-1.4	2.7	0.2	4.0	i	10.3	11.0	-2.6	0.3
O=C(O)CN1C(=O)CC(Cc2ccc(Cl)cc2)C1=O (stereo unspecified)	-15.2	nt	-0.8	8.3	-1.4	nt	25.9	-0.3	-2.3	-6.8
Cc1cccc(NC(=O)CSc2nnc(-c3ccco3)c(-c3ccco3)n2)c1C	5.0	nt	0.5	-2.9	-0.9	6.2	8.2	-3.2	nt	nt
O=C(CSc1nc2ccccc2[nH]1)c1ccc2c(c1)OCO2	-0.1	nt	0.3	-8.9	-3.1	-0.2	16.9	2.1	-5.8	-2.6
C[C@@H](C(=O)NCC1CC1)[C@@H]1C[C@@]1(C)[C@@H](NC(=O)OCc1ccccc1)c1ccccc1	12.4	-8.4	-0.7	4.8	-5.6	i	16.3	-0.2	8.6	14.9
CCOc1cccc(OCCOCCOc2ccccc2C(C)=O)c1	-32.3	0.5	2.3	7.8	-3.3	-0.3	-13.1	1.6	7.4	1.8

In the list so far, five contain a nitro group on carbon.
SMILES	PriA SSB inh	TcdB inh	3CLpro inhibitor	Y pestis TopoI	Rv3671c inh	Vc quorum ag	DUSP3 inh	MazF activator	CCHF vOTU inh	PrPC TRFRET
Cc1c(Cl)c([N+](=O)[O-])nn1CCCC(=O)Nc1sc2c(c1C(N)=O)CCC(C)C2 (stereo unspecified)	-9.0	nt	-0.2	14.3	1.6	-0.3	8.4	-1.9	-15.3	-9.7
COC(=O)C(C)(C(=O)OC)c1ccccc1[N+](=O)[O-]	-4.7	nt	0.3	8.1	6.6	i	4.7	6.0	5.4	-1.4
CCn1c(Cc2ccccc2)nnc1SCC(=O)c1cccc([N+](=O)[O-])c1	-7.0	nt	1.6	7.8	4.3	10.0	31.5	-3.0	4.4	-3.2
Cc1nc(Sc2ccccc2)c(C#N)c(C)c1[N+](=O)[O-]	6.9	0.3	4.1	8.6	1.1	-1.6	-0.3	1.9	-4.3	5.1
O=C(COc1ccc(Br)cc1)N1CCN(c2ccc([N+](=O)[O-])c(N3CCCCC3)c2)CC1	12.9	0.6	-0.5	32.3	-4.3	-0.2	13.3	2.8	15.9	12.0
